# GPT2 inh – GPT2 alanine aminotransferase inhibition. Q8TD30. AID 1671188. 100,000 compounds, 0.25% hits. Potency, µM (highest dose often 57.7 µM), for the others: top-dose activity change, negative = inhibition, actives largely listed as inhibitors. Recombinant GPT2, coupled pyruvate oxidase/HRP Amplex Red fluorescence; further: potency means the concentration at half of the fitted maximal effect; nearly all actives have a fitted effect of over 60% in size; many of its hits are not listed in these tables
# Target sequence (Q8TD30 whole entry, looked up): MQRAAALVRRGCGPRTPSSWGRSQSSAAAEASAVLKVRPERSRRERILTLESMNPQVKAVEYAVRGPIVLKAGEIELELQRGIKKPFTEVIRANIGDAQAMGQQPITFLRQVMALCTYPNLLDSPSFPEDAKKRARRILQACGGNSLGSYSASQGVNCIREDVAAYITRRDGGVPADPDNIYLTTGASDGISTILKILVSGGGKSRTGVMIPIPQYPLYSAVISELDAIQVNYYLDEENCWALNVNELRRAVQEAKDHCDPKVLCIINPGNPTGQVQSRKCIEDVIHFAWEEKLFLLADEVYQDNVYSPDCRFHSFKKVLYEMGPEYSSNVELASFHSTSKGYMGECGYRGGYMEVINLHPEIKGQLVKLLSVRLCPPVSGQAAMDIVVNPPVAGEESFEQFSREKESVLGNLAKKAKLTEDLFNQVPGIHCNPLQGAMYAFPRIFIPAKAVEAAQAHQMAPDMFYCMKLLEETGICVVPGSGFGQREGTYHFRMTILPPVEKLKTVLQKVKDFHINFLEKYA
#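 Recombinant GPT2 (10ng/uL) with 250uM a-KG and 2mM L-alanine, 30 min at room temperature, in HEPES pH 7.5 buffer. Pyruvate detected by pyruvate oxidase/HRP/Amplex Red fluorescence after 30 min in the dark; AOA (50uM) as positive control.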
# Luciferase inh – blocks purified firefly luciferase enzyme activity; purified P. pyralis luciferase, luminescence, biochemical; Potency, µM (titrated, usually from 115 µM), for inactives: at the top dose activity change, negative = inhibition, usual class: inhibitors; 76,000 compounds, 2.5% hits; P08659; further: potency means the concentration at half of the fitted maximal effect; nearly all actives have a fitted effect of over 65% in size
#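 Purified P. pyralis luciferase (10nM final) in 50mM Tris acetate pH 7.5, 10mM Mg acetate, 0.01% Tween-20, 0.05% BSA with 10uM D-luciferin and 10uM ATP. Compounds titrated qHTS. Luminescence imaged on CCD.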
# IP6K1 inh – blocks human inositol hexakisphosphate kinase 1. Q92551. IP6K1 kinase, ADP-Glo luminescence, 2 h; hits give low values. activity change, % (series mostly up to about 58 µM). 140,000 compounds, 0.81% hits. AID 1645851; in the data active means activity change below about -25%
#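 ADP-Glo luminescence measures ADP made by human IP6K1 during a 2 h RT reaction with ATP/IP6 (mix at 1.3 mM/130 uM); top library doses 57.5 and 19.1 uM final.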
# HEK293 viab – counter-screen for SNCA expression inhibitors: cell viability | HEK-293-SNCA-luc viability, GF-AFC fluorescence, 24 h | Potency, µM (highest dose often 57.1 µM), for inactives: at the top dose activity change, negative = cytotoxicity, actives largely listed as cytotoxic | 150,000 compounds, 0.12% hits;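 further: potency means the concentration at half of the fitted maximal effect; 0% = DMSO-treated cells and -100% = medium-only wells without cells; nearly all actives have a fitted effect of over 30% in size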
#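 Cytotoxicity counterscreen: after 24 h compound treatment of genome-edited SNCA-luciferase HEK-293 cells, live-cell protease substrate GF-AFC read by fluorescence after 30 min; activity scaled between DMSO (0%) and medium-only (-100%), curves Hill-fitted.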
# SNCA expr inh – inhibitors of alpha-synuclein (SNCA) gene expression; HEK-293 SNCA-luciferase knock-in, luminescence, 24 h; Potency, µM (series often up to 57.2 µM), for the others: at the top dose activity change, negative = inhibition, most hits filed as inhibitors; 140,000 compounds, 0.17% hits; AID 1671194;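 further: potency means the concentration at half of the fitted maximal effect; plate controls were DMSO cells for no effect and cell-free wells for full effect; nearly all actives have a fitted effect of over 45% in size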
# HEK cytotox – kills HEK 293 cells. HEK 293 viability, ATP luminescence (CellTiter-Glo), 48-72 h. Potency, µM (highest dose often 115 µM), inactives show at the highest dose activity change, negative = cytotoxicity, hits mostly inhibitors. 94,000 compounds, 6.6% hits. AID 1345083; further: potency means the concentration at half of the fitted maximal effect; nearly all actives have a fitted effect of over 60% in size
#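 HEK 293 seeded at 250 cells/well receive compound via pintool. After 48 or 72 hr at 37 degree Celsius, 5% CO2 and 95% humidity, CellTiter-Glo is dispensed and luminescence read following 10 min at room temperature.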
# NIH3T3 tox – kills NIH 3T3 cells; NIH 3T3 viability, CellTiter-Glo ATP luminescence, 48-72 h; Potency, µM (highest dose often 96.7 µM), for inactives: top-dose activity change, negative = cytotoxicity, actives largely listed as inhibitors; 94,000 compounds, 4.3% hits; AID 1345082; further: potency means the concentration at half of the fitted maximal effect; nearly all actives have a fitted effect of over 55% in size
#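 NIH 3T3 cells at 400 cells/well received 23 nL of compound by pintool and were incubated 48 or 72 h at 37 °C. Viability was read as ATP-coupled CellTiter-Glo luminescence.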
# Active calls of the source: *; i = inactive; ? = inconclusive; · = not tested or not shown; [ ] = another dose, or the depositor's remark. Unless noted, the call rests on the fitted dose curve; in most records, active means well fitted curve in the direction sought with a large enough effect; inconclusive means small, poorly fitted or top-dose-only effect, or another doubt; inactive means no such curve, though single readings can be large; an effect the other way counts as inactive or inconclusive. Unless noted, on the % scale 0 is the no-effect control and ±100 the full control effect. This is a random part of the collection; 7.7% or so of the library scored in one or more.
1	CCC(=O)Nc1cccc(OCC(=O)NCc2sc(C)nc2CC)c1
2	O=C1O[C@@H]2CN(c3ncccn3)C[C@@H]2N1CCc1ccc(F)cc1
3	CCCNC(=O)C(NC(=O)c1ccc(OC)cc1)C1CCN(C(=O)c2ccccc2C)CC1 (centres undefined)
4	CCOCCCNC(=O)C(c1ccc(OC)cc1)N(Cc1cccs1)C(=O)c1ccc(NC(C)=O)cc1 (centres undefined)
5	Cc1c(C(=O)Nc2cccc(F)c2)oc2c1-c1nn(Cc3c(F)cccc3Cl)cc1CC2
6	Cc1ccccc1OCC(O)Cn1c(=N)n(CCN2CCCCC2)c2ccccc21 (centres undefined)
7	CC[C@H]1CN(C(=O)c2ccnc(Cl)c2)CC[C@H]1CC(=O)NCCSC
8	Cc1nc(N2CCC(NC(=O)C(C)Oc3ccccc3)CC2)cc(C(F)(F)F)n1 (centres undefined)
9	COc1ccccc1NC(=O)Cn1c(=O)n(Cc2ccc3c(c2)OCO3)c(=O)c2oc3ccccc3c21
10	Cc1ccc(S(=O)(=O)N2C[C@@H](F)C[C@H]2C(=O)N2CCc3ccccc3C2)cc1Cl
Assay by compound | 1 | 2 | 3 | 4 | 5 | 6 | 7 | 8 | 9 | 10
GPT2 inh | 0% | ? | -3% | · | · | · | 1%[88.5 µM] | i | · | i
Luciferase inh | -5% | 12% | -2% | · | · | · | 9%[172 µM] | 0% | · | 1%
IP6K1 inh | 0 | -5 | -10 | 3 | 11 | 3 | 9 | 0 | 33 | -2
HEK293 viab | ? | 1% | -5% | ? | -18% | -11% | 4%[87.6 µM] | -4% | 1% | 4%
SNCA expr inh | ? | -1% | 6% | -15% | 16% | ? | -5%[87.6 µM] | -11% | ? | -11%
HEK cytotox | 1% | -1% | 4% | · | · | · | -24%[172 µM] | ? | · | -22%
NIH3T3 tox | 2% | -1% | -10% | · | · | · | ? | -44% | · | ?

11	CCCCN1C(=O)NC(c2ccccc2OC)C2=C1COC2=O (centres undefined)
12	CC(C)N1CCC(OCCCNC(=O)C2Cn3cccc3C(=O)N2C)CC1 (centres undefined)
13	Cn1ccc2cc(NCc3nnc(C(=O)N4CCC[C@@H]4CN4CCCC4)n3-c3ccccc3)ccc21
14	Cc1noc2c(N3CC(O)C3)cc(-c3ccsc3)nc12
15	CN(C)c1cccc(Oc2nnnn2[C@H]2CO[C@H]3[C@@H]2OC[C@@H]3NC(=S)Nc2cccc(C#N)c2)c1
16	Cc1ccc(S(=O)(=O)N2CCCC(c3nc4c(nnn4Cc4ccc(OC(F)(F)F)cc4)c(=O)[nH]3)C2)cc1 (centres undefined)
17	Cc1nc2cnccn2c1C(=O)NCc1ccc2c(c1)OCO2
18	COCCNC(=O)C1CCN(C(=O)C2CN(c3cccc(OC)c3)C(=O)N2)C1 (centres undefined)
19	CC(=O)NCC(=O)N1c2ccccc2CC1c1nc(C(C)C)no1 (centres undefined)
20	Cc1nn(-c2ccccc2)c2c1C(C(C)C)N(C1CCN(C(=O)Nc3ccccc3)C1)C2=O (centres undefined)
Assay by compound | 11 | 12 | 13 | 14 | 15 | 16 | 17 | 18 | 19 | 20
GPT2 inh | 1% | 4% | ? | 5%[88.5 µM] | 0% | · | · | -1% | i | ·
Luciferase inh | 0% | · | ? | 7%[230 µM] | -1% | · | · | -15% | -3% | ·
IP6K1 inh | -3 | -16 | -11 | -11 | 21 | -3 | 3 | 20 | 36 | -16
HEK293 viab | 8% | -12% | -2% | 9%[87.6 µM] | -14% | 11% | · | 9% | -1% | ·
SNCA expr inh | ? | 11% | 24% | -2%[87.6 µM] | ? | ? | · | 9% | 45%[activator] | ·
HEK cytotox | -1% | -24% | -25% | -28%[230 µM] | 45µM* | · | -8%[172 µM] | ? | 15% | -12%
NIH3T3 tox | i | -30% | ? | ? | ? | · | ? | -2% | i | ?

21	Cc1ccc(C(=O)N2CCC(C(NC(=O)c3cccs3)C(=O)NC3CC3)CC2)cc1 (centres undefined)
22	CC(C)(C)NC(=O)[C@H]1CC[C@H]2[C@@H]3CC[C@H]4NC(=O)CC[C@]4(C)[C@H]3CC[C@]12C
23	CN1[C@@H](CCC(=O)N2CCc3ccccc32)CNC(=O)[C@@H]2[C@H]1CCN2CC(C)(C)C
24	O=C(NCc1ccccc1F)c1ccc2c(c1)CN(C1CCCC1)CCO2
25	Cc1ccc(-c2csc3ncnc(Nc4ccc(C(=O)O)cc4)c23)cc1
26	Cn1ncc2c(C(=O)NCc3cccc(Cl)c3)cc(-c3ccc(Cl)cc3Cl)nc21
27	CCOC(=O)[C@@H]1CN(C(=O)OCc2ccccc2)[C@H]2c3ccccc3O[C@@H]12
28	COc1ccccc1NC(=O)C1CCN(c2ncnc3c2nc2n3CCCCC2)CC1
29	O=C(CN1C(=O)CSc2ccc(S(=O)(=O)N3CCCC3)cc21)NCc1ccccc1Cl
30	CCN(CC)Cc1nc(C2(O)CCN(Cc3ccccc3F)CC2)cs1
Assay by compound | 21 | 22 | 23 | 24 | 25 | 26 | 27 | 28 | 29 | 30
GPT2 inh | i | ? | -16%[88.5 µM] | i | · | i | · | · | · | 0%[88.5 µM]
Luciferase inh | 4% | · | 2%[172 µM] | · | · | · | · | · | · | -2%[172 µM]
IP6K1 inh | -4 | 9 | 6 | 6 | -25* | 12 | 16 | 28 | 8 | 11
HEK293 viab | -7% | 10% | 4%[87.6 µM] | -7% | -6% | 20% | · | 10% | -20% | -11%[87.6 µM]
SNCA expr inh | -11% | · | -6%[87.6 µM] | 22% | 22% | -12% | · | -9% | 1% | -8%[87.6 µM]
HEK cytotox | -27% | · | ? | ? | · | -7% | ? | · | · | -6%[172 µM]
NIH3T3 tox | -12% | · | -6%[174 µM] | -23% | · | -22% | ? | · | · | -24%[174 µM]

31	CCOc1cccc(C2CC(=O)Nc3cc4c(cc32)OCCO4)c1 (centres undefined)
32	CCc1ccc(-n2c(SCc3nc(-c4cc(OC)ccc4OC)no3)nnc2-c2ccccc2)cc1
33	COCC(=O)NC1CCC12CCN(C(=O)c1ccc(C)nc1)CC2 (centres undefined)
34	CC1(C)CCC[C@@]2(C)[C@@H]1CC[C@@]1(C)OC(=O)C[C@H]21
35	COCCCNC(=O)CSc1nc2cc3c(cc2c(=O)n1CCCCCC(=O)NCCc1ccc(OC)c(OC)c1)OCO3
36	O=C(NCc1ccccc1Cl)c1cn2cc(-c3ccc(C(F)(F)F)cc3)sc2n1
Assay by compound | 31 | 32 | 33 | 34 | 35 | 36
GPT2 inh | · | · | -17% | -2% | · | 0%
Luciferase inh | · | · | -8% | · | · | ·
IP6K1 inh | 23 | -9 | -8 | · | 22 | 16
HEK293 viab | -25% | ? | ? | 6% | 4% | 19%
SNCA expr inh | -29% | ? | -4% | 36%[activator] | 17% | 43%[activator]
HEK cytotox | · | · | -16% | · | · | -12%
NIH3T3 tox | · | · | -8% | · | · | -11%

# In the list so far, eight have fluorine.
2	O=C1O[C@@H]2CN(c3ncccn3)C[C@@H]2N1CCc1ccc(F)cc1
5	Cc1c(C(=O)Nc2cccc(F)c2)oc2c1-c1nn(Cc3c(F)cccc3Cl)cc1CC2
8	Cc1nc(N2CCC(NC(=O)C(C)Oc3ccccc3)CC2)cc(C(F)(F)F)n1 (centres undefined)
10	Cc1ccc(S(=O)(=O)N2C[C@@H](F)C[C@H]2C(=O)N2CCc3ccccc3C2)cc1Cl
16	Cc1ccc(S(=O)(=O)N2CCCC(c3nc4c(nnn4Cc4ccc(OC(F)(F)F)cc4)c(=O)[nH]3)C2)cc1 (centres undefined)
24	O=C(NCc1ccccc1F)c1ccc2c(c1)CN(C1CCCC1)CCO2
30	CCN(CC)Cc1nc(C2(O)CCN(Cc3ccccc3F)CC2)cs1
36	O=C(NCc1ccccc1Cl)c1cn2cc(-c3ccc(C(F)(F)F)cc3)sc2n1
Assay by compound | 2 | 5 | 8 | 10 | 16 | 24 | 30 | 36
GPT2 inh | ? | · | i | i | · | i | 0%[88.5 µM] | 0%
Luciferase inh | 12% | · | 0% | 1% | · | · | -2%[172 µM] | ·
IP6K1 inh | -5 | 11 | 0 | -2 | -3 | 6 | 11 | 16
HEK293 viab | 1% | -18% | -4% | 4% | 11% | -7% | -11%[87.6 µM] | 19%
SNCA expr inh | -1% | 16% | -11% | -11% | ? | 22% | -8%[87.6 µM] | 43%[activator]
HEK cytotox | -1% | · | ? | -22% | · | ? | -6%[172 µM] | -12%
NIH3T3 tox | -1% | · | -44% | ? | · | -23% | -24%[174 µM] | -11%
